IMPase Li inh: membrane-permeable IMPase blocker, potentiated with lithium; CHO-M1 cells, IP1 TR-FRET (IP-One), carbachol + lithium; Potency, µM (doses to about 59.4 µM), inactives show top-dose activity, negative = IMPase inhibition, actives largely listed as inhibitors; 0.35% of 210,000 active; AID 1457;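 further: IP1 builds up when IMPase is blocked and the TR-FRET signal falls; potency means the concentration at half of the fitted maximal effect; plate controls were basal vehicle for no effect and high inhibitor control for full effect; nearly all actives have a fitted effect of over 50% in size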
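Lithium-sensitised IP1 accumulation assay; M1-expressing CHO cells treated 30 min at 37C with compound. Competitive antibody detection by time-resolved FRET followed a 10 min room-temperature lysis step.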
HTT aggregate: reduces HttQ103-GFP aggregates in PC12 cells | PC12 HttQ103-GFP aggregates, Acumen cytometry, 40 h | 1.1% of 220,000 active | Potency, µM (doses to about 46.1 µM), inactives show top-dose activity change, negative = inhibition, usual class: inhibitors; further: potency means the concentration at half of the fitted maximal effect; on the % scale 0 is the no-effect control and ±100 the full control effect; nearly all actives have a fitted effect of over 60% in size
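Huntingtin Q103 exon 1–GFP aggregates in induced PC12 cells (100 nM tebufenozide) were quantified by cytometry from lysates, with compounds dosed in titration.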
Epigenetic derep: epigenetic control regulation, reporter derepression; murine LDR cells, GFP reporter derepression, 30 h; Potency, µM (titrated, usually from 53.9 µM), for inactives: at the top dose GFP activation, hits mostly activators; 0.2% of 280,000 active; AID 1865; further: potency means the concentration at half of the fitted maximal effect; % of control where 0% means no effect; nearly all actives have a fitted effect of over 60% in size
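GFP-positive cell count by laser-scanning cytometry (objects 20–120 um) after 30 h, 37 C compound exposure of murine LDR cells; reporter is CMV-GFP integrated at a silenced locus, inducible by HDAC or DNMT inhibitors.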
NPSR antagonist: neuropeptide S receptor (human) antagonism, cAMP; CHO-NPSR cells, cAMP TR-FRET, antagonist mode; Potency, µM (top dose mostly 38.3 µM), for the others: at the top dose activity change, negative = inhibition, most hits filed as inhibitors; 1% of 220,000 active; AID 1461; further: potency means the concentration at half of the fitted maximal effect; on the % scale 0 is the no-effect control and ±100 the full control effect; nearly all actives have a fitted effect of over 50% in size; many of its hits are not listed in these tables
Target sequence (Q6W5P4 whole entry, looked up): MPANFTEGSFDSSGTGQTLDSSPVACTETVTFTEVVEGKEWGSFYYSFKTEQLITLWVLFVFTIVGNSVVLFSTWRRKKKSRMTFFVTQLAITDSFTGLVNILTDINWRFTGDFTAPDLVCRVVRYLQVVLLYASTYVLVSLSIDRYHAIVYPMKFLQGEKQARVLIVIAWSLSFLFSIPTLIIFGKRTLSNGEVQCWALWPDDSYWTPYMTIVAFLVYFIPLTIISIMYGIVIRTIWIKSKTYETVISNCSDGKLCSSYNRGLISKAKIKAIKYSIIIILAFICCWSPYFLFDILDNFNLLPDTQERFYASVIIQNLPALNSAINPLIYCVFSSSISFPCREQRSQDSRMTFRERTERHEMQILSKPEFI
Luc counter: counter-screen: inhibitors of Kinase-Glo firefly luciferase; Q27757; Kinase-Glo luciferase, ATP luminescence, 8 min; Potency, µM (doses to about 38.3 µM), for the others: at the top dose activity change, negative = inhibition, most hits filed as inhibitors; 0.28% of 200,000 active; AID 1379; further: potency means the concentration at half of the fitted maximal effect; on the % scale 0 is the no-effect control and ±100 the full control effect; nearly all actives have a fitted effect of over 60% in size
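Substrate mix (final 50 mM imidazole pH 7.2, 50 mM KCl, 7 mM MgCl2, 10 uM ATP, 0.01% Tween 20, 0.05% BSA) plus pin-tool compound, then Kinase-Glo detection mix; 8 min ambient, luminescence read.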
LMNA splice mod: LMNA splicing modulation; Potency, µM (doses to about 46.1 µM), inactives show at the top dose ratio change, negative = inhibition, usual class: inhibitors; AID 1487; 0.01% of 200,000 active; HeLa LMNA splicing GFP/RFP minigene ratio, 48 h; active means well fitted inhibition curve with a large enough effect in the signal ratio, with a control signal flat, not every such curve was filed as active; inconclusive means small, poorly fitted or top-dose-only effect, or effect the other way, or a change in a side signal; the % refers to the signal ratio; further: potency means the concentration at half of the fitted maximal effect; on the % scale 0 is the no-effect control and ±100 the full control effect
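S3 HeLa cells stably expressing lamin A-EGFP splicing minigene plus DsRed2, 600 cells/well, 48 h compound exposure at 37C. Laser-scanning cytometry; analysed as GFP (500-530 nm)/RFP (575-640 nm) total intensity ratio; 0.5% DMSO vehicle.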
CBFb-RUNX1 inh: CBF-beta/RUNX1 interaction disruption | Q01196+Q13951 | AlphaScreen CBFb-His/RUNX1-biotin binding, biochemical | AID 1477 | Potency, µM (top dose mostly 59.8 µM), for the others: at the highest dose activity, negative = inhibition, actives largely listed as inhibitors | 230,000 tested, under 10 active; further: % of control where 0% means no effect
Target sequence (Q01196 whole entry, looked up): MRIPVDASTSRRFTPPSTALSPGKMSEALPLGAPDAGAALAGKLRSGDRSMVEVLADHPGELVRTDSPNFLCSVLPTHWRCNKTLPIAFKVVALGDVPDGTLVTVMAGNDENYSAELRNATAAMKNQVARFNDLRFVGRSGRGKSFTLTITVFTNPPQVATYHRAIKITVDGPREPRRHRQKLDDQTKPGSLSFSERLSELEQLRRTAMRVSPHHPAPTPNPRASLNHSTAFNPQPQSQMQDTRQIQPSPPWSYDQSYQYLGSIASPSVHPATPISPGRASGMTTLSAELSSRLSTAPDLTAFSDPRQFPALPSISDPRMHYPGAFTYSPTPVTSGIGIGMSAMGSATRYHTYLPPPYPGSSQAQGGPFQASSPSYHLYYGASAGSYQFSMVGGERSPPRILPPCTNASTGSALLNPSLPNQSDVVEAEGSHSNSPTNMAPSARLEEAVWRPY
Target sequence (Q13951 whole entry, looked up): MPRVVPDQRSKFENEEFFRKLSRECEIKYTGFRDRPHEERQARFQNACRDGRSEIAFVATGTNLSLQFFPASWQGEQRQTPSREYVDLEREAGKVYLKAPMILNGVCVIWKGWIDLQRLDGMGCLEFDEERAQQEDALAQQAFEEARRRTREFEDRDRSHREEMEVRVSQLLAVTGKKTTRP
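CBFb-His/RUNX1-biotin, 30 nM each, preincubated 20 min RT; compound 15 min RT; Ni + streptavidin beads 50 ng each, 90 min RT; AlphaScreen read.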
Numbers without * were called inactive; u = inconclusive; x = not tested or not shown; & = joins results of further samples; [ ] = remark or other dose. Unless noted, the call rests on the fitted dose curve; in most records, active means well fitted curve in the direction sought with a large enough effect; inconclusive means small, poorly fitted or top-dose-only effect, or another doubt; inactive means no such curve, though single readings can be large; an effect the other way counts as inactive or inconclusive. An excerpt; rates above refer to the full screens.

SMILES	IMPase Li inh	HTT aggregate	Epigenetic derep	NPSR antagonist	Luc counter	LMNA splice mod	CBFb-RUNX1 inh
CCOC(=O)NC(=O)CSc1nnnn1-c1ccc(C)cc1	32%[38.3 µM]	-5%	-1.0%	-11%[46.1 µM]	-3%	10%	3%
Oc1c(Cl)cc(Cl)cc1C=Nc1ccccc1N1CCCC1	0%	-16%	-1.6%	4%	3%	-19%	-17%
Cc1cc(NC(=O)CSc2nc3c(c(=O)n2CCc2ccccc2)SC(C)C3)no1 (configuration not stated)	22%	3%	2.9%	-17%	1%	-2%	-8%
COc1cc(/C=N/NC(=S)Nc2cccnc2)cc(OC)c1O	18%	19%	-2.7%	-19%	-4%	-2%[46 µM]	-9%
O=C(NCCc1ccccc1)C(=O)NCC1OCCN1S(=O)(=O)c1ccccc1 (configuration not stated)	x	-15%[9.22 µM]	-2.6%	-5%	x	x	4%
Cc1ccc2c(c1)C=CC(C#N)N2C(=O)c1ccccc1 (configuration not stated)	14%	25%	1.8%	-8%	-2%	u	4%
CC1(NC(=O)NCc2ccccc2)CCS(=O)(=O)C1 (configuration not stated)	1%	21%[9.22 µM]	0.0%	1%	4%	-12%[46 µM]	5%
Cc1cc(/C=C2/C(=O)N(C)C(=S)N2C)c(C)n1C1CC1	7%	25%	1.1%	-20%	6%	20%	-26%
CC1CC1C(=O)OCC(=O)Nc1ccccc1Oc1ccccc1 (configuration not stated)	19%	17%	-0.2%	3%	-5%	-8%[9.22 µM]	u
O=C(NNc1ncnc2c1cnn2-c1ccc(F)cc1)c1cccs1	9%	-11%	-1.0%	8%	-2%	x	13%
Cc1ccccc1NS(=O)(=O)c1ccc2[nH]cc(C(=O)NCCCN3CCOCC3)c(=O)c2c1	0%[38.3 µM]	15%	0.4%	-23%[46.1 µM]	0%	4%	-1%
Cn1cnc2nc(NCCO)nc(NCc3ccccc3)c21	22%	x	1.9%	x	x	x	8%
COc1ccc(/C=N/NC(=O)CNS(=O)(=O)c2ccc(C)cc2)cc1	-2%	22%[9.22 µM]	1.1%	3%	5%	0%[46 µM]	-1%
O=C(Cn1ccc([N+](=O)[O-])n1)Nc1nccs1	-3%	1%	0.0%	12%	2%	9%	-1%
COCCCNC(=O)c1cn(CC(C)C)c(=O)c2c1c1ccccc1n2C	22%[38.3 µM]	23%	-1.8%&0.1%	-14%[46.1 µM]	2%	-3%	2%
CN(C)/C=C(\C#N)c1nc2ccccc2[nH]1	16%[38.3 µM]	-4%	0.0%	-13%[46.1 µM]	-3%	11%	9%
Cc1ccccc1NCC(=O)N/N=C\c1ccc2c(c1)OCO2	-2%	3%	-4.5%	-1%	-2%	u	-8%
COc1ccccc1-c1nc2ccccc2nc1-c1ccccc1	3%	3%	-1.9%	-29%	-2%	u	16%
O=C(CSc1ccc(-c2nc3ccccc3[nH]2)cn1)Nc1ccc(S(=O)(=O)NC2CC2)cc1	5%	15%	0.0%	5%	-6%	-27%	-8%
c1ccc2c(Cc3c[nH]c4ccccc34)c[nH]c2c1	-4%&28%&13%&9%	x	0.0%&0.8%&-1.1%&-1.3%	x	-1%&-5%	x	20%&-8%&-14%&0%
CCN(CC)c1ccc(N)cc1S(=O)(=O)Nc1ccc(OC)cc1	x	-7%[9.22 µM]	2.8%	4%	x	x	-15%
CCOC(=O)c1cc(=O)[nH]c2ccccc12	0%	15%[9.22 µM]	1.1%	-17%	-1%	15%[46 µM]	6%
COc1cc(/C=N/Nc2nncn2N)ccc1OCc1c(C)no[n+]1[O-]	x	6%[9.22 µM]	-2.4%	-20%	x	x	6%
O=C(Nc1c(S(=O)(=O)c2ccccc2)csc1Br)c1ccccc1Cl	x	2%[9.22 µM]	1.1%	3%	x	-16%[46 µM]	4%
CC(=O)c1cccc(NC(=O)C2C(c3ccccc3)C2(Cl)Cl)c1 (configuration not stated)	6%	-1%	1.1%	-40%	2%	u	26%
Cc1cc(C)cc(CC2CC(=O)N(c3cc(C)on3)C2=O)c1 (configuration not stated)	3%	-2%	-1.2%	-9%[46.1 µM]	0%	-11%	14%
O=C(c1ccc(N2C(=O)C3CC=C(Cl)CC3C2=O)cc1)N1CCOCC1 (configuration not stated)	-3%	x	1.1%	3%	0%	9%[46 µM]	1%
COc1ccc(Cl)cc1Nc1nc(C)cc(C)c1C(N)=O	-2%	-30%	-1.0%	-7%[46.1 µM]	-1%	-16%	8%
O=C(NCCc1ccccc1)C(=O)NCC1(c2ccccc2)CCCC1	-9%[38.3 µM]	2%	-1.9%	-8%[46.1 µM]	0%	3%	0%
O=C(COc1ccccc1-c1ccccc1)N/N=C/c1cccc2ccccc12	24%[38.3 µM]	12%	-2.3%	19%[46.1 µM]	5%	0%	-3%
Cc1ccc(NC(=O)C2CCCN(C(=O)c3ccc(Cl)cc3)C2)cc1S(=O)(=O)N1CCOCC1 (configuration not stated)	4%	0%	-0.4%	-21%	2%	u	-1%
CC(C)C(OC(=O)c1cccs1)C(=O)NC1CCCCC1 (configuration not stated)	8%	-16%	-2.0%	-16%[46.1 µM]	-4%	-2%	14%
COc1cc(Nc2ncnc(N)n2)cc(OC)c1	x	-13%[9.22 µM]	-1.0%	-1%	x	x	6%
COc1ccc(C2C3=C(CC(C)(C)CC3=O)Nc3n[nH]c(C)c32)cc1 (configuration not stated)	-7%[38.3 µM]	0%	-0.9%	u	2%	-10%	1%
N/C(=N\S(=O)(=O)c1cccs1)c1ccccc1	30%[38.3 µM]	6%	2.3%	-8%[46.1 µM]	3%	1%	5%
CC(C)CC1NC(=O)N(Cc2cc(=O)n3ccsc3n2)C1=O (configuration not stated)	3%	u	-3.3%	10%	2%	2%[46 µM]	2%
COc1ccc(Br)c2c1C(=O)CC2	x	-18%[9.22 µM]	0.0%	-26%	x	x	3%
CC(C)(C)C(=O)OC/C(N)=N/OC(=O)c1ccccc1	x	6%[9.22 µM]	-1.3%	-12%	x	x	-9%
COc1ccc(CCC(=O)Nc2cccc(Cl)c2)cc1	-6%	-8%	-1.0%	-9%	-3%	-2%	12%
COc1cc(/C=N/O)cc(Br)c1OCc1cccc(Cl)c1	10%[38.3 µM]	7%	2.4%	u	1%	u	7%

Looked up by compound from the entries so far:
SMILES	IMPase Li inh	HTT aggregate	Epigenetic derep	NPSR antagonist	Luc counter	LMNA splice mod	CBFb-RUNX1 inh
Cc1cc(/C=C2/C(=O)N(C)C(=S)N2C)c(C)n1C1CC1	7%	25%	1.1%	-20%	6%	20%	-26%
COc1ccc(/C=N/NC(=O)CNS(=O)(=O)c2ccc(C)cc2)cc1	-2%	22%[9.22 µM]	1.1%	3%	5%	0%[46 µM]	-1%
N/C(=N\S(=O)(=O)c1cccs1)c1ccccc1	30%[38.3 µM]	6%	2.3%	-8%[46.1 µM]	3%	1%	5%
Cc1ccccc1NS(=O)(=O)c1ccc2[nH]cc(C(=O)NCCCN3CCOCC3)c(=O)c2c1	0%[38.3 µM]	15%	0.4%	-23%[46.1 µM]	0%	4%	-1%

Going on with the list.
SMILES	IMPase Li inh	HTT aggregate	Epigenetic derep	NPSR antagonist	Luc counter	LMNA splice mod	CBFb-RUNX1 inh
CCOC(=O)Cn1c(-c2cccnc2Cl)nc2cc(Cl)c(Cl)cc21	-10%[38.3 µM]	10%	0.9%	-2%[46.1 µM]	-1%	9%	-1%
CC(C)CNC(=O)c1ccc(Cl)c(N)c1	-1%	-2%	0.0%	4%	0%	7%	1%
Cc1cccc(C2=NN(c3ccccc3)[C@H](CO)[C@H]2c2ccc(Cl)cc2)c1	u	x	17%	x	2%[39.9 µM]	x	u
Cc1cc(OCCn2cnc3ccccc3c2=O)cc(C(C)C)c1	5%	14%	-0.9%	-23%	0%	u	5%
Nn1c(SCC(=O)Nc2ccc3c(c2)OCO3)nnc1-c1cccc(Cl)c1	9%[38.3 µM]	10%	3.2%	6%[46.1 µM]	-2%	11%	5%
O=c1cc(-c2ccccc2)oc2cc(O)cc(O)c12	23%&20%&5%&7%	x	0.1%	x	-18%	u	6%[21.7 µM]
C=CCOc1ccccc1C1NC(=O)NC(C)=C1C(=O)NCc1ccccc1 (configuration not stated)	12%[38.3 µM]	-12%	-1.0%	-11%[46.1 µM]	-4%	7%	-4%
N#Cc1cccc(C#N)c1Oc1ccc(N)cc1	x	-9%[9.22 µM]	2.1%	8%	x	x	-2%
CCN(CC)C(C)C(=O)NCC1(c2ccccc2)CCOCC1 (configuration not stated)	16%	-10%	2.3%	12%[46.1 µM]	-2%	-2%	2%
O=C(COC(=O)c1cncc(Br)c1)NCc1ccco1	-4%[38.3 µM]	21%	-3.3%	-2%[46.1 µM]	0%	15%	u
CCN(CC)S(=O)(=O)c1ccc(C(=O)NCCc2cc3c(OC)ccc(OC)c3[nH]c2=O)cc1	5%[38.3 µM]	9%	-2.8%	-19%[46.1 µM]	2%	2%	6%
CCOC(=O)C1=C(C)NC(=S)NC1c1ccco1 (configuration not stated)	x	3%[9.22 µM]	-0.3%	10%[7.67 µM]	x	x	-12%
CCC(C)c1ccccc1NC(=O)C1CCCO1 (configuration not stated)	27%[38.3 µM]	-8%	-2.8%	-8%[46.1 µM]	-4%	-3%	-2%
Cc1c(C)[n+](=O)c2c(n1[O-])CCCCC2	21%[38.3 µM]	4%	0.0%	0%[46.1 µM]	-2%	10%	6%
CCOc1cc(C(=O)NC(C)CC)cc(OCC)c1OCC (configuration not stated)	-5%[38.3 µM]	18%	0.0%	0%[46.1 µM]	0%	-2%	6%
Cc1cccc(NC(=S)NNC(=O)c2nn(C)cc2Cl)c1	-4%[38.3 µM]	-8%	-1.9%	0%[46.1 µM]	0%	10%	-6%
CCOc1ccc(NC(=O)CSc2nnnn2CC(=O)O)cc1	-2%	20%	0.0%	17%	-1%	-9%	-2%
Cc1cccc(NC(=O)NCc2ccccn2)c1	-2%	-4%	2.0%	-9%[46.1 µM]	2%	-17%	2%
COc1ccc2nc(C)cc(SCC(NC(C)=O)C(=O)OC(C)C)c2c1 (configuration not stated)	x	-9%[9.22 µM]	-0.3%	5%	x	x	5%
COC(=O)c1sc(OC)cc1OCc1ccc(C)cc1	32%[38.3 µM]	9%	2.0%	2%[46.1 µM]	0%	23%	2%
O=c1[nH]c(/C=C\c2cccs2)nc(O)c1[N+](=O)[O-]	29%	3%	0.0%	-14%	5%	x	u
O=C(/C=C/c1cccs1)NC1CCS(=O)(=O)C1 (configuration not stated)	-3%	-21%[9.22 µM]	0.1%	1%	-1%	8%[46 µM]	11%

Assay outcomes as filed in PubChem BioAssay.
